SENP8 block-1 = inhibitors of human SENP8 protease | inhibition, % at 10 µM | AID 2540 | 330,000 compounds, 1.2% hits | purified SENP8, Z-RLRGG-aminoluciferin cleavage, luminescence | Q96LD8; in the data active means inhibition above about 50%
Target sequence (Q96LD8 whole entry, looked up): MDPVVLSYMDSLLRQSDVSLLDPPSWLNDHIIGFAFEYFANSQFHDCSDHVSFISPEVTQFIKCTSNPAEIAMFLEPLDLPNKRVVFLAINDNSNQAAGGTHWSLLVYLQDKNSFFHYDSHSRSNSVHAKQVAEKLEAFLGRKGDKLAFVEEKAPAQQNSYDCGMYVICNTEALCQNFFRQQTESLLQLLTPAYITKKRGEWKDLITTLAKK
SENP7 inh = blocks the human protease SENP7 | 330,000 compounds, 1.5% hits | AID 434973 | recombinant SENP7, Z-RLRGG-aminoluciferin luminescence, 40 min | Q9BQF6 | inhibition, % at 5 µM;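 active means inhibition above about 50% at the single test dose, limit read from the data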;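 further: plate controls were DMSO with enzyme for no effect and no enzyme buffer wells for full effect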
Target sequence (Q9BQF6 706-1050 limits assumed): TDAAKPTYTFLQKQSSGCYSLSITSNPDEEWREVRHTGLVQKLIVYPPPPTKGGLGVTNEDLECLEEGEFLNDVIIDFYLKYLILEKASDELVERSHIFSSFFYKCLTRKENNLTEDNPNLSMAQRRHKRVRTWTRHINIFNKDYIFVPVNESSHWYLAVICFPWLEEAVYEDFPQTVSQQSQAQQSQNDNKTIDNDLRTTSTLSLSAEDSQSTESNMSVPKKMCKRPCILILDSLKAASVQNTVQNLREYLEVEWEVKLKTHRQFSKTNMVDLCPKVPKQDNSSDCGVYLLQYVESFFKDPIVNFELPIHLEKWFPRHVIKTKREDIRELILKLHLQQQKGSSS
PfGluPho inh = PfG6PD (Plasmodium falciparum) enzyme inhibition; 350,000 compounds, 0.78% hits; AID 504690; PfGluPho enzyme, NADPH resazurin-diaphorase fluorescence; inhibition, % at 20 µM;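 active means inhibition reaching at least a set limit at 20 µM in the primary screen, cut at about 59% in these data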;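 further: 0% = DMSO wells with substrate and 100% = DMSO wells lacking glucose-6-phosphate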
SENP6 inh = blocks the human protease SENP6 | Recombinant SENP6 catalytic domain, aminoluciferin luminescence | 330,000 compounds, 1.8% hits | inhibition, % at 10 µM;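 active means inhibition above about 50% at the single tested dose, limit read from the data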;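 further: plate controls were DMSO wells with enzyme for no effect and DMSO wells lacking enzyme for full effect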
SENP8 block-2 = blocks human SENP8 cleavage of Nedd8 substrate; inhibition, % at 20 µM; 360,000 compounds, 0.64% hits; recombinant SENP8, Nedd8 substrate fluorescence; AID 602440; in the data active means inhibition mostly above about 40%, no sharp cut-off; inactive means mostly below about 27%
MIN6 prolif = MIN6 beta-cell proliferation induction. MIN6 cells proliferation, ATPlite luminescence, 48 h; cells starved in 0.2% serum; 100% = growth in 10% serum. proliferation, % at 10 µM. 330,000 compounds, 0.29% hits;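 active means compounds whose signal lies at least 3.5 SD above the mean of all wells on their plate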;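 further: 0% = DMSO-treated cells in low-serum medium and 100% = 10% serum control; some compounds called inactive have numbers as strong as hits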
UBC13 polyUb = human UBC13 polyubiquitination inhibition; P61088; UBC13 polyubiquitin chain formation, TR-FRET; inhibition, % at 20 µM; 330,000 compounds, 0.47% hits; AID 485273; in the data active means inhibition above about 45%, passing the limit was not always enough
Target sequence (P61088 whole entry, looked up): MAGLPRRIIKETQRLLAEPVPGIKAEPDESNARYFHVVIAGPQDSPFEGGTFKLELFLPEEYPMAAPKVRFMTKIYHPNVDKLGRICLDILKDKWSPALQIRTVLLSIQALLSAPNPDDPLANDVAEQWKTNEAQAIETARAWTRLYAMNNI
SENP1 inh = inhibitors of human SENP1 SUMO protease catalytic domain | recombinant SENP1 catalytic domain, CyPet-SUMO1-YPet FRET cleavage | inhibition, % at 10 µM | 360,000 compounds, 0.21% hits | AID 624204;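 active means inhibition at least 30% at 10 µM, raw YFP signal under a set limit, fluorescence ratio 0.5 to 1.5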;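 further: 0% = enzyme with DMSO and 100% = no enzyme wells; some results filed as inactive read as strong as hits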
Target sequence (Q9P0U3 419-644 limits assumed): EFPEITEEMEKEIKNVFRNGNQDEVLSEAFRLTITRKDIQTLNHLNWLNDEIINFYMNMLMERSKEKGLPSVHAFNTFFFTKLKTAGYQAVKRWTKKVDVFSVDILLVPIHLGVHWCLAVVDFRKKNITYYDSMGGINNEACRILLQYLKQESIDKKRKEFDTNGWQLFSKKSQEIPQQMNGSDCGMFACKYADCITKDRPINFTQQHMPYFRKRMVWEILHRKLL
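material = recombinant human SENP1 catalytic domain, His6-tagged | quantity = 20 pM enzyme | reagent = 25 nM SUMO1 FRET substrate | compound dosing = 10 µM single point, 0.5% DMSO | timing = 50 min enzyme reaction, room temperature, light-protected | detection = FRET, CFP and YFP emission | control set = no-enzyme low, enzyme-DMSO high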
HKDC1 inhibitor = blocks human hexokinase HKDC1 activity. Q2TB90. recombinant HKDC1, G6PDH/diaphorase resazurin coupled fluorescence. inhibition, % at 20 µM. 340,000 compounds, 0.16% hits;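 active means inhibition above about 35% when tested at 20 µM, limit read from the data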;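 further: plate controls were DMSO wells with enzyme for no effect and DMSO wells lacking enzyme for full effect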
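Test system: recombinant HKDC1 (HK5) hexokinase enzyme, produced in-house; Amount: enzyme 5 µg/mL final; Buffer or medium: Tris pH 8.0 buffer with MgCl2, Tween-20, BSA, BME; Reagent: glucose and ATP substrates; Doses: 20 µM test compound, 1% DMSO; Incubation: 90 min reaction incubation at room temperature, dark; Detection: resorufin fluorescence at 613 nm.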
Numbers without * were called inactive; i = inactive; . = not tested or not shown.

SMILES	SENP8 block-1	SENP7 inh	PfGluPho inh	SENP6 inh	SENP8 block-2	MIN6 prolif	UBC13 polyUb	SENP1 inh	HKDC1 inhibitor
CSc1nc(-c2ccc(Cl)cc2Cl)[nH]c(=O)c1C#N	-10	-4	5	-6	0	2	23	-2	14
Cc1ccccc1C(=O)Nc1ccnc(-c2ccncc2)n1	2	4	8	-15	9	5	2	2	-8
Cc1cc(NC(=O)CSc2nc3ccccc3n2CC(=O)N2CCC(C)CC2)no1	-2	6	-16	-3	10	0	-4	1	1
Cc1ccc[n+](CC(=O)c2ccc(-c3ccccc3)cc2)c1	2	9	-7	7	3	0	2	1	-5
Cc1cc(C(=O)N(C)CC(=O)Nc2ccc(F)c(F)c2F)no1	-4	-14	2	-7	0	1	-3	-1	-1
Cc1cc(C)cc(C(=O)N2CCCCC2)c1	.	.	0	.	10	.	.	-1	-7
CSc1nnc(COc2ccc(C)cc2)n1N	3	-5	2	-5	-3	-2	-4	0	-16
Cn1c(-n2c(-c3ccco3)nc3ccccc3c2=O)nc2ccccc21	-7	-3	-3	-16	-346	-6	-4	-1	0
CC(=O)c1cccc(NC(=O)CSC(=O)c2ccccc2)c1	-1	5	30	-9	13	0	9	0	-8
NS(=O)(=O)c1ccc(CCNC(=O)c2cc(-c3ccco3)nc3ccccc23)cc1	-3	4	34	1	i	2	51*	-3	0
Cc1nc(N2CCCCC2)c(C#N)c(C)c1[N+](=O)[O-]	-9	-9	-47	-1	-5	2	-8	-21	-2
CNS(=O)(=O)c1cc(-c2nnc(N3CCOCC3)c3ccccc23)ccc1C	-2	-4	0	-4	-2	0	2	4	1
COc1cccc(CNC(=O)CCC(=O)n2ncc3cc(C)ccc32)c1OC	10	-3	-6	14	-2	2	3	3	5
CCN1CCN(CC(=O)Nc2ccc(Cl)c(Cl)c2)C(=O)C1=O	4	4	0	11	6	-5	7	2	-2
COc1ccccc1CN(C)CC(=O)Nc1cccc(S(=O)(=O)N2CCCCC2)c1	0	-3	11	-1	-2	2	8	3	2
COc1cccc(N2CCN(S(=O)(=O)c3cc4c(cc3C)N(C)CCO4)CC2)c1	-16	-12	12	-6	-29	-4	-1	1	-1
O=C(CSc1ccc(Br)cc1)N1CCN(S(=O)(=O)c2ccccc2)CC1	-6	-10	15	-14	-5	-2	-3	2	1
Cc1cc(C)cc(NC(=O)c2ccc(NC3=NC4CS(=O)(=O)CC4S3)cc2)c1 (stereo not drawn)	-6	-14	-3	-16	2	-4	2	0	4
COc1ccc(S(=O)(=O)N2CCN(C(=O)CC3CC4CCC3C4)CC2)cc1 (stereo not drawn)	-9	-9	4	1	5	4	-5	0	-5
O=C(c1cc2ccccc2oc1=O)N1CCN(S(=O)(=O)c2ccccc2)CC1	7	1	11	-3	-20	1	3	-2	5
CCCn1c(N)c(N(CCOC)C(=O)CSCC(=O)Nc2cccc(C)c2)c(=O)[nH]c1=O	-4	12	21	-16	-1	2	-7	-6	-3
COc1ccc(C(=O)N2CCOC2CNC(=O)C(=O)NCCc2ccccc2OC)cc1 (stereo not drawn)	1	10	-6	-3	11	-2	0	-1	1
CCCCNc1nc2ccccc2n1CC(=O)Nc1c(C)cccc1CC	-7	11	-13	-6	1	-1	0	3	-5
N#C/C(=C/c1ccc(Br)o1)C(N)=O	-12	-10	-4	-14	5	0	-16	-21	-2
COc1ccc2c(CC(=O)N[C@@H](Cc3ccccc3)C(=O)O)cc(=O)oc2c1	-7	-4	4	-8	-276	-2	8	-1	-1
Cc1[nH]c2ccccc2c1C(=O)CSc1nc2ccccc2c(=O)n1-c1ccccc1F	-9	-6	.	-7	.	0	-1	.	.
Cc1ccc(NCCC#N)cc1C	-1	6	-13	9	6	0	4	0	-1
CN(c1ccccc1)S(=O)(=O)c1cccc(NC(=O)c2ccc3ncsc3c2)c1	-11	-5	20	-5	29	-4	2	0	-4
Cc1cc(NC(=O)CSc2nc(N)c(NC(=O)c3ccc(F)c(F)c3)c(=O)[nH]2)no1	-6	-6	-23	-2	-2	5	1	2	1
COc1cccc(CNC(=O)COC(=O)c2ccc(C(=O)c3ccccc3)cc2)c1	-3	1	0	-15	5	2	7	1	-4
Cc1ccc(NC(=O)c2cc(C)nc3ccccc23)c(Br)c1	2	4	4	9	14	-4	-6	1	-7
NC(=O)NC1CCCc2c1[nH]c1ccc(Cl)cc21 (stereo not drawn)	-4	10	-12	-12	6	-2	4	-2	2
Cc1ccc(NC(=O)C(C)SCC(=O)Nc2ccc(F)cc2)cc1S(=O)(=O)N1CCOCC1 (stereo not drawn)	8	6	10	2	12	1	-1	0	10
O=C(C[n+]1ccc(C(=O)NCc2ccccc2)cc1)c1ccc2c(c1)OCCO2	-5	-5	7	14	12	-2	-3	-14	-5
OCC(CO)(CO)n1cnnn1	0	-1	-1	-15	16	-1	-2	2	3
CCOC(=O)C1(Cc2cccc(OC)c2)CCCN(C(=O)c2cc(C)on2)C1 (stereo not drawn)	-4	-11	9	-7	0	5	1	0	-11
O=C(CC1SC(N2CCOCC2)=NC1=O)Nc1ccc(Cl)cc1 (stereo not drawn)	6	0	8	4	10	-1	-1	3	-3
Cc1cccc(-c2cc3nc4c(c(NCc5ccco5)n3n2)CCCC4)c1	81*	44	56	88*	-267	-4	4	-5	-1
CCCCN(C)C/C(O)=C(\C#N)c1nc(-c2ccccc2)cs1	1	1	-7	-12	6	5	-2	-12	-7
Cc1ccc(-c2nnc(CSc3nnc(COc4ccccc4)n3-c3ccc(C)cc3)o2)cc1	-16	-9	-18	-16	6	-6	-6	1	7
Cc1cccn2c(CN3CCNC(=O)CC3)c(C(=O)N(C)CCc3ccccc3)nc12	1	-1	-15	7	14	0	10	0	2
Nc1nncn1C(=O)c1ccccc1Cl	4	7	1	1	14	0	0	1	11
CCOC(=O)c1sc(NC(=O)CCN2CC(C)OC(C)C2)c(C(=O)OCC)c1C (stereo not drawn)	-3	1	.	-4	.	-4	-10	.	.
c1ccc2c(C3=NNC(=NC4CCCCC4)SC3)c[nH]c2c1	-10	5	47	5	-4	-3	-24	-7	-3
CCc1nnc(NS(=O)(=O)c2ccc(NC(=S)NC(=O)/C=C/c3ccc([N+](=O)[O-])cc3)cc2)s1	4	6	-19	7	17	-1	-8	1	5

Of the compounds above, these contain a nitro group on carbon.
SMILES	SENP8 block-1	SENP7 inh	PfGluPho inh	SENP6 inh	SENP8 block-2	MIN6 prolif	UBC13 polyUb	SENP1 inh	HKDC1 inhibitor
Cc1nc(N2CCCCC2)c(C#N)c(C)c1[N+](=O)[O-]	-9	-9	-47	-1	-5	2	-8	-21	-2
CCc1nnc(NS(=O)(=O)c2ccc(NC(=S)NC(=O)/C=C/c3ccc([N+](=O)[O-])cc3)cc2)s1	4	6	-19	7	17	-1	-8	1	5

Next section:
SMILES	SENP8 block-1	SENP7 inh	PfGluPho inh	SENP6 inh	SENP8 block-2	MIN6 prolif	UBC13 polyUb	SENP1 inh	HKDC1 inhibitor
Cc1cccc(OCC(=O)Nc2ccc(N3CCN(S(C)(=O)=O)CC3)cc2)c1	-6	-4	2	-15	12	-4	-13	3	0
CCc1ccc(OCC(=O)NC(NC(=S)Nc2ccccc2OC)C(Cl)(Cl)Cl)cc1 (stereo not drawn)	-9	10	-11	-14	10	-5	-6	0	4
C/C(=N\O)C(=O)Nc1ccccc1	-2	4	1	-11	9	-2	-7	2	2
O=C(CNC1CCCCC1)Nc1ccc(S(=O)(=O)N2CCCCC2)cc1	5	7	-12	-6	32	-2	8	-1	4
CC(NC(=O)C1CCN(S(=O)(=O)c2cccc3nonc23)CC1)c1ccccc1 (stereo not drawn)	5	-1	3	-5	11	0	-2	5	-4
COC(=O)c1c(NC(NC(C)=O)C(Cl)(Cl)Cl)sc2c1CCCC2 (stereo not drawn)	-4	-4	28	0	13	0	11	-2	12
COc1ccc(S(=O)(=O)N2CCCC2c2cccs2)cc1 (stereo not drawn)	6	0	9	-1	15	-2	5	1	-1
O=C(Cn1ccc2ccccc2c1=O)NCCC(=O)N1CCN(c2ccccc2)CC1	4	1	-12	-20	-3	0	1	2	-4
Cn1cc(CCNC(=O)CC2C(=O)NCCN2Cc2cccc(Oc3ccccc3)c2)cn1 (stereo not drawn)	-6	4	-5	-5	-17	-2	-13	-10	10
CCc1ccc2c(c1)C(=O)C(=O)N2CCS(=O)(=O)c1ccccc1	-1	5	12	6	12	-8	-15	1	7
COCCn1c(SCC(=O)Nc2ccc(C)cc2C)nc2c(oc3ccccc32)c1=O	2	1	-5	-6	2	0	-2	0	-9
CCN(CC)CC(=O)c1c[nH]c2ccccc12	0	-4	-14	13	-6	-1	7	-2	-8
O=C(CSc1ccc2nnc(CCNC(=O)c3ccccc3)n2n1)Nc1ccccc1	1	6	-9	7	16	-1	13	0	-2
CCC1CN(C(=O)N2CCC(C(=O)NCc3ccccc3OC)CC2)c2cc(C)ccc2O1 (stereo not drawn)	1	0	4	-7	8	-2	7	-3	1
COC(=O)c1cccc(C(=O)N2CCCC(C(=O)c3ccccc3OC)C2)c1 (stereo not drawn)	-6	-12	-5	-9	4	-1	-1	-1	-2
COc1ccc(C(=O)OCC(=O)NC(=O)NC2CCCC2)c(O)c1	-5	5	-10	-11	17	-1	2	0	7

Seven successive records already listed, for reference:
SMILES	SENP8 block-1	SENP7 inh	PfGluPho inh	SENP6 inh	SENP8 block-2	MIN6 prolif	UBC13 polyUb	SENP1 inh	HKDC1 inhibitor
CCc1ccc2c(c1)C(=O)C(=O)N2CCS(=O)(=O)c1ccccc1	-1	5	12	6	12	-8	-15	1	7
COCCn1c(SCC(=O)Nc2ccc(C)cc2C)nc2c(oc3ccccc32)c1=O	2	1	-5	-6	2	0	-2	0	-9
CCN(CC)CC(=O)c1c[nH]c2ccccc12	0	-4	-14	13	-6	-1	7	-2	-8
O=C(CSc1ccc2nnc(CCNC(=O)c3ccccc3)n2n1)Nc1ccccc1	1	6	-9	7	16	-1	13	0	-2
CCC1CN(C(=O)N2CCC(C(=O)NCc3ccccc3OC)CC2)c2cc(C)ccc2O1 (stereo not drawn)	1	0	4	-7	8	-2	7	-3	1
COC(=O)c1cccc(C(=O)N2CCCC(C(=O)c3ccccc3OC)C2)c1 (stereo not drawn)	-6	-12	-5	-9	4	-1	-1	-1	-2
COc1ccc(C(=O)OCC(=O)NC(=O)NC2CCCC2)c(O)c1	-5	5	-10	-11	17	-1	2	0	7

Compound activity from PubChem.
